FEN1 inhibitor = qHTS Assay for the Inhibitors of Human Flap endonuclease 1 (FEN1). Recombinant FEN1 flap cleavage, fluorescence, 15 min. 390,000 tested, 0.35% active. P39748. Potency, µM (doses to about 114 µM), inactives show at the top dose activity change, negative = inhibition, usual class: inhibitors; note: nearly all actives have a fitted effect of over 65% in size
Target sequence (P39748 whole entry, looked up): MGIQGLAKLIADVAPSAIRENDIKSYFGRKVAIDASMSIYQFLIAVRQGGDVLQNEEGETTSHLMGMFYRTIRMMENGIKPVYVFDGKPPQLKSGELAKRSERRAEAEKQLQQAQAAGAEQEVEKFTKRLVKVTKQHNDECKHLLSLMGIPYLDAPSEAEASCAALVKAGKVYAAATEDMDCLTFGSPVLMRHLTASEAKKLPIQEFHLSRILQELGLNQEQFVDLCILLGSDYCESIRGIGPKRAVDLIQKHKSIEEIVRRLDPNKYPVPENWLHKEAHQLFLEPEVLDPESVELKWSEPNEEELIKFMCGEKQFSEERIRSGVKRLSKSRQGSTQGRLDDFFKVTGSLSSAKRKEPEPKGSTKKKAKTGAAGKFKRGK
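Quantitative HTS format: each compound was titrated, incubated with 10 nM nuclease for 15 min at room temperature, then challenged with flap substrate at 50 nM final. Signal change over 15 min gave concentration–effect curves.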
N370S GC = qHTS Assay for Inhibitors and Activators of N370S glucocerebrosidase as a Potential Chaperone Treatment of Gaucher Disease; Potency, µM (doses to about 59.4 µM), for the others: top-dose activity change, negative = inhibition, hits mostly inhibitors; N370S GC spleen homogenate, 4MU-glucoside fluorescence; 330,000 tested, 0.092% active; AID 2101, 2009;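 note: 0% = full enzyme activity and -100% = no enzyme basal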
TDP1 block = qHTS Assay for Inhibitors of Tyrosyl-DNA Phosphodiesterase (TDP1); Potency, µM (highest dose often 130 µM), inactives show top-dose activity change, negative = inhibition, actives largely listed as inhibitors; AID 485290, 2010; recombinant TDP1, AlphaScreen DNA substrate cleavage; 350,000 tested, 0.28% active; note: nearly all actives have a fitted effect of over 40% in size
Target sequence (Q9NUW8 whole entry, looked up): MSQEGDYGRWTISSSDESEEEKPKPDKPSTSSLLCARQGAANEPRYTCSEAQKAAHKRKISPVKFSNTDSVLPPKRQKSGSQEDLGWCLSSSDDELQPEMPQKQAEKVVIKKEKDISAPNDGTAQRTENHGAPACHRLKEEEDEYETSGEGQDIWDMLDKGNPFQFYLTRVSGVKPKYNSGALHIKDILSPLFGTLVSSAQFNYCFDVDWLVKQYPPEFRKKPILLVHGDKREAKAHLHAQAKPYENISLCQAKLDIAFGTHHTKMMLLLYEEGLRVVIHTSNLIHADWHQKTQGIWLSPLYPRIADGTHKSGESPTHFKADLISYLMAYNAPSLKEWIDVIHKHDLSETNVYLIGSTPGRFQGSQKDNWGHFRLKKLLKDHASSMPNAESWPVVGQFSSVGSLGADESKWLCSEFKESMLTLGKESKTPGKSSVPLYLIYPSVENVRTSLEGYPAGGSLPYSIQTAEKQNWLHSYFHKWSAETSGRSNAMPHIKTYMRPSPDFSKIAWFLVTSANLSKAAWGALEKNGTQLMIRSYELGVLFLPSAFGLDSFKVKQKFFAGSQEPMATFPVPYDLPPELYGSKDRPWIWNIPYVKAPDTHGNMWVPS
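Tdp1 1 nM final; 15 min RT w/ cpd; substrate 15 nM, 5 min; beads 10 ug/ml, 10 min; AlphaScreen read. Neg ctrl: no enzyme.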
An asterisk follows results filed as active; u = inconclusive; x = no result given; & = joins results of further samples; [ ] = dose if it differs, or a comment. Calls come from the whole dose curve; as a rule, active = well fitted curve in the direction sought with a large enough effect; inconclusive = small, poorly fitted or top-dose-only effect, or another doubt; inactive = no such curve, though single readings can be large; an effect the other way counts as inactive or inconclusive. Unless noted, % is set by controls: 0 for no effect and ±100 for the full control effect; potency is the fitted concentration of half-maximal effect.

SMILES	FEN1 inhibitor	N370S GC	TDP1 block
O=C(NCc1cccs1)c1cc(S(=O)(=O)N2CCCCC2)ccc1Cl	0.9%	9.1%	-6.6%
O=C(Cn1cnc([N+](=O)[O-])c1)NCc1ccc(F)cc1	1.9%	-2.9%	5.7%
O=C(NCc1ccccc1CN1CCCC1)c1cc2ccccc2o1	5.9%	x	1.0%
CCOCCOCC	x	6.5%	3.1%
Cc1cc(OCC(=O)OCC(=O)NC2CCCCCC2)ccc1Cl	25.7%	x	0.2%
COC(=O)[C@@]1(Cc2ccc(F)cc2)[C@H]2c3cc(C(=O)N4CCCC4)n(Cc4ccc(C)c(F)c4F)c3C[C@H]2CN1C(=O)c1ccccc1	x	-2.3%	16.5%
COc1cc(NC(=O)CN2C(=O)NC(C)(c3ccc4ccccc4c3)C2=O)c(C)cc1[N+](=O)[O-] (stereo not given)	-4.2%	-3.2%	1.9%
COc1cccc(-n2nnc3c(=O)n(Cc4cccc(F)c4)cnc32)c1	11.4%	12.2%	2.1%
O=C(Cc1cccs1)NCc1ccccc1F	-9.1%	4.1%	-1.1%
N#CCc1ccc(NC(=O)Cn2c(=O)oc3ccccc32)cc1	4.7%	-1.6%	2.5%
COC(=O)c1ccccc1NC(=O)Cn1c(CCC(=O)O)ccc1-c1cccs1	4.0%&-4.5%	9.1%	9.8%&5.1%
Fc1ccc(NC(=S)Nc2ccc(F)c(Cl)c2)cc1Cl	10.3%	17.0%	3.8%
Cc1cc(C(=O)CSc2nnc(Cc3ccccc3)o2)c(C)n1Cc1ccc2c(c1)OCO2	12.4%	5.1%	8.3%
CN(C)/C=C/C(=O)c1cnc(-c2ccccc2)s1	1.5%	1.9%	5.1%
Cc1nn(CC(=O)NC(C)CCc2ccccc2)c(=O)c2nn(-c3ccccc3)c(C)c12 (stereo not given)	-3.5%	1.3%	0.3%
Cc1ccc(CNC(=S)Nc2ccc(NS(=O)(=O)c3ccc(C)cc3)cc2)cc1	0.7%	-1.9%	1.2%
COc1ccc(C(CCNCc2ccc(OC(C)C)cc2)C(C)C)cc1 (stereo not given)	-2.4%	2.4%	2.6%
OC[C@@H]1O[C@H](OC2[C@@H](O)[C@@H](O)C(O)O[C@@H]2CO)[C@H](O)[C@@H](O)[C@@H]1OC1O[C@H](CO)[C@@H](O)[C@H](O)[C@@H]1O (stereo not given in full)	x	-4.0%	0.3%
Cc1cc2c(cc3c(SCc4cccc(Cl)c4)nnc(C)n32)o1	-18.1%	x	5.1%
COC(=O)C1=C(C)N(C)C(=S)NC1c1ccccc1 (stereo not given)	-0.7%	10.5%	5.5%
Cc1ccc2c(CNCC(C)c3ccccc3)c(C(=O)O)n(Cc3ccccc3C)c2c1 (stereo not given)	-4.3%	x	0.0%
CC(C)CNC(=O)CCc1nc(-c2ccccc2)no1	12.2%	3.2%	-2.6%
COc1ccc(Br)cc1CNC(=O)c1cc2c(=O)n(C)c3ccccc3c2s1	-8.4%	x	2.3%
CNC(=O)c1cccc(NC(=O)c2ccccc2OCc2ccccc2)c1	-15.7%	2.1%	2.9%
Cc1ccccc1NC(NC(=O)OCCn1c([N+](=O)[O-])cnc1C)C(Cl)(Cl)Cl (stereo not given)	0.1%	12.8%	2.7%
C=CCN1C(=O)c2ccc(C(=O)N(C)Cc3ccc(C)o3)cc2C1=O	3.3%	u	x
c1ccc(C2(c3ccccc3)OCC(Cn3cncn3)O2)cc1 (stereo not given)	-6.2%	-0.3%	3.2%
O=C(CN(Cc1ccccc1F)C(=O)c1csnn1)NCc1ccc2c(c1)OCO2	-2.7%	-10.8%	0.3%
O=C(C1=NN(c2ccccc2)C2C(=O)N(c3cccc(Cl)c3)C(=O)C12)c1ccccc1 (stereo not given)	2.8%	3.7%	u
Cc1cccc(C)c1-n1ncc(C(=O)NC2CCCC2)c1C1CCNCC1	-4.8%	0.8%	1.1%

Results in TDP1 block and N370S GC (two entries from above):
Compound	TDP1 block	N370S GC
COC(=O)[C@@]1(Cc2ccc(F)cc2)[C@H]2c3cc(C(=O)N4CCCC4)n(Cc4ccc(C)c(F)c4F)c3C[C@H]2CN1C(=O)c1ccccc1	16.5%	-2.3%
COc1cc(NC(=O)CN2C(=O)NC(C)(c3ccc4ccccc4c3)C2=O)c(C)cc1[N+](=O)[O-] (stereo not given)	1.9%	-3.2%

(cont.)
SMILES	FEN1 inhibitor	N370S GC	TDP1 block
CC(C)C(C(=O)NC1CCCC1)N(CC1CCCO1)C(=O)CNS(=O)(=O)c1ccccc1 (stereo not given)	15.2%	-11.9%	2.7%[0.0935 µM]
Cc1ccc(C(C)NC(=O)c2ccc3c(c2)OCO3)cc1C (stereo not given)	-3.0%	7.5%	1.7%
CCNC(=S)N=Nc1c(O)n(Cc2ccc(Cl)cc2)c2ccccc12	0.6%	-5.6%	10.3%
COc1ccc(OC)c(S(=O)(=O)N2CCN(CC(O)CN3CCOCC3)CC2)c1 (stereo not given)	-27.6%	x	0.2%
COc1ccc(-n2c(C)cc(/C=C3\SC(=S)N(Cc4ccco4)C3=O)c2C)cc1	-1.8%	-4.1%	8.2%
Cc1c(C(=O)NCc2cccc(Cl)c2)sc2nc[nH]c(=O)c12	0.6%	x	6.6%
O=C1C2CCCN2C(=S)N1c1ccc(Cl)cc1 (stereo not given)	11.9%	0.1%	-12.7%
CCOc1ccc(C2=NNC(c3cccs3)=Nc3ccc(OC)cc32)cc1OCC	11.1%	-13.4%	9.8%
COc1ccc(-n2nc(C(=O)Nc3ccc(Br)cc3C)c3c4ccccc4n(C)c3c2=O)cc1	18.6%	x	0.0%
COC(=O)c1sccc1NC(=O)Nc1cc(C)cc(C)c1	-21.1%	-0.2%	0.1%
Cc1cccc(N2CC(C(=O)OCC(=O)c3ccc(OC(=O)c4cccs4)cc3)CC2=O)c1C (stereo not given)	-15.8%	-1.6%	3.2%
Cc1cccc(NC(=S)NCc2ccc3c(c2)OCO3)c1C	-9.7%	-10.1%	2.7%
O=C(COc1ccccc1F)OCC(=O)c1ccc([N+](=O)[O-])cc1	2.6%	x	0.7%
Cc1cc(C(=O)NC2CC(C)(C)Cc3c2cnn3-c2ccccc2)n[nH]1 (stereo not given)	-2.4%	1.6%	5.2%
Cc1cccc(C(=O)Nc2ccc(NC(=O)CN3CCOCC3)cc2)c1	-2.4%	-19.4%	6.2%
Cc1nc(-n2cc(F)c(=O)[nH]c2=O)c2nc(C)oc2n1	5.3%	3.1%	3.2%
CC(C)Cc1cc(C(=O)Nc2cccc(O)c2)no1	3.0%	4.8%	x
CCc1nnc2c(Nc3cc(OC)c(Cl)cc3OC)nc3ccccc3n12	-7.5%	x	2.5%
COCCOC(=O)c1ccc(NC(=O)COc2ccc([N+](=O)[O-])cc2)cc1	3.8%	1.8%	0.0%
COc1cc(/C=N/NC(=O)c2cc(C)oc2C)ccc1O	-5.4%	2.6%	2.7%
COc1ccc(/C=N/NC(=O)c2nc(-c3ccccc3)cc(-c3ccccc3)n2)cc1	-5.9%	3.9%	5.1%
Cc1cccc(C)c1N1C(=O)CC(N(O)c2ccccc2)C1=O (stereo not given)	-6.9%	12.2%	-7.1%
COC(=O)C1=C(C)N(C(C)C)C(=O)C1(NC(=O)c1ccccc1OC)C(F)(F)F (stereo not given)	14.4%	x	-0.6%
Cc1sc2ncnc(SCC(=O)NNC(=O)c3ccco3)c2c1C	15.7%	-1.4%	1.2%
O=C(O)CN1C(=O)/C(=C/c2ccsc2)SC1=S	15.3%	0.4%	-5.5%
CCCCN(C)CCn1c(=S)[nH]c2cc(OCC)c(OCC)cc2c1=O	1.4%	0.5%	2.5%
O=C(Nc1cccnc1)c1cc(-c2ccco2)on1	-0.9%	1.6%	0.0%
O=C(Nc1ccc(Cl)cc1)c1cc2c(cc1O)[nH]c1ccccc12	-13.9%	u	x
CC(C)C(=O)Nc1ccc(Cc2ccc(NC(=O)C(C)C)c(O)c2)cc1O	-4.1%	-1.7%[12.8 µM]	-1.5%
Cc1cc(C(=O)COC(=O)c2ccc(O)cc2)c(C)n1-c1ccccc1F	-9.1%	3.3%	8.1%
C/C=C(\C)CN1CCC(Oc2ccc(C(=O)NCc3ccccn3)cc2)CC1	-7.1%	-11.4%	1.5%
CCOC(=O)C1=C(COC(=O)/C=C/c2cccc([N+](=O)[O-])c2)NC(=O)NC1C (stereo not given)	2.2%	-6.2%	0.2%
CC(=O)N1CCOc2ccc(S(=O)(=O)N3CCC(C(=O)NCc4ccccc4)CC3)cc21	-5.5%	-6.4%	-7.4%
COc1ccc(C2C=C(c3ccccc3)Nc3nc(NS(=O)(=O)c4ccc(C)cc4)nn32)cc1 (stereo not given)	3.5%	x	11.4%
COc1ccc(N(C(C)C(=O)Nc2cccnc2)S(C)(=O)=O)cc1 (stereo not given)	-3.5%	-17.4%	6.0%
Cc1nc2cc(-c3ccccc3)[nH]n2c(=O)c1C	-0.9%	-1.9%	3.2%
Cc1ccc(NC(=O)CSc2nc3ccccc3c3nc4ccccc4n23)cc1	2.3%	1.3%	8.8%
CCOC(=O)c1c(NC(=O)Cn2nnc(-c3ccc(Cl)cc3)n2)sc(C)c1C	0.1%	2.6%	1.9%
CCOC(=O)c1c(NC(=O)CSc2nnnn2C)sc(C(=O)N(C)C)c1C	-1.6%	-14.4%	-2.7%
Cc1ccn2c(=O)cc(COc3ccc(NC(=O)c4ccccc4F)cc3)nc2c1	-11.6%	x	-2.7%
CCc1ccc(NC(=O)CS(=O)CC(=O)Nc2ccc(N3CCOCC3)cc2)cc1 (stereo not given)	-1.1%	-1.0%	50.1µM*
Cc1ccnc(NC(=O)CCC(=O)N(CC(=O)NC(C)(C)C)c2ccc3c(c2)OCO3)c1	1.7%	-25.5%	1.1%[0.0935 µM]
CCOC(=O)c1c(-c2ccccc2)oc2ccc(OCC(O)CN(C)C)cc12 (stereo not given)	2.1%	-11.6%	x
COc1ccc(-c2csc3nc(C)nc(N4CCCCC4)c23)cc1OC	-1.4%	0.7%	2.5%
Cc1cn([C@@H]2C[C@H](N=[N+]=N)[C@H](CO)O2)c(=O)[nH]c1=O	x	0.7%[21.6 µM]	5.7%[56.1 µM]

Molecules listed so far that have two or more sulfur atoms:
SMILES	FEN1 inhibitor	N370S GC	TDP1 block
O=C(NCc1cccs1)c1cc(S(=O)(=O)N2CCCCC2)ccc1Cl	0.9%	9.1%	-6.6%
Cc1ccc(CNC(=S)Nc2ccc(NS(=O)(=O)c3ccc(C)cc3)cc2)cc1	0.7%	-1.9%	1.2%
COc1ccc(-n2c(C)cc(/C=C3\SC(=S)N(Cc4ccco4)C3=O)c2C)cc1	-1.8%	-4.1%	8.2%
Cc1sc2ncnc(SCC(=O)NNC(=O)c3ccco3)c2c1C	15.7%	-1.4%	1.2%
O=C(O)CN1C(=O)/C(=C/c2ccsc2)SC1=S	15.3%	0.4%	-5.5%
CCOC(=O)c1c(NC(=O)CSc2nnnn2C)sc(C(=O)N(C)C)c1C	-1.6%	-14.4%	-2.7%

Next section.
SMILES	FEN1 inhibitor	N370S GC	TDP1 block
CCCC(=O)Nc1c2c(nn1-c1ccc([N+](=O)[O-])cc1)CS(=O)(=O)C2	4.6%	-6.5%	x
O=C(Nc1ccccn1)c1cc(-n2cnnc2)ccc1Cl	0.5%	-2.2%	2.2%
COCCCNC(=O)c1cc(OC)c(OC)c(OC)c1	-1.5%	2.0%	0.5%
CCOC(=O)C1CCCN(c2ccc(NC(=O)c3snc4c(=O)[nH]cnc34)cc2)C1 (stereo not given)	-0.6%	1.8%	4.1%
CC(C)Nc1nc(NC(C)C)nc(Nn2cnnc2)n1	0.1%	-21.1%	0.0%
COc1ccc(CNC(=O)Cc2c(C)c3cc4c(C)coc4c(C)c3oc2=O)cc1OC	-16.5%	x	0.0%
CC(=O)N1c2ccc(S(=O)(=O)N3CCCCC3)cc2CC1C(=O)Nc1cccc(C)c1 (stereo not given)	-11.3%	2.1%	2.0%
O=C(Cc1ccccc1)Nc1cccc(-c2nc3cccnc3s2)c1	15.0%	x	2.9%
CCOc1ccc(CCNC(=O)Cn2ccc3cc(S(=O)(=O)N4CCCCC4)ccc32)cc1	5.6%	x	5.6%
Cc1cccc(N2CCN(C(=O)c3cc(COc4ccc(F)c(F)c4)on3)CC2)n1	-23.4%	-9.8%	-6.6%
COc1cc(CC(NC(C)=O)C(=O)NC2CCN(C(=O)Nc3ccccc3Cl)CC2)cc(OC)c1 (stereo not given)	0.9%	u	3.7%
CCNc1ccc(-c2nc(-c3ccco3)no2)cc1[N+](=O)[O-]	12.8%	x	8.6%
Cn1c(=O)[nH]c(=O)c2[nH]c(NCCCN3CCOCC3)nc21	2.6%	-6.2%	4.5%
CC(C)(C)NC(=O)CN(CCN1CCOCC1)C(=O)CNS(=O)(=O)c1ccc(Cl)cc1	-1.3%	-4.3%	8.0%[0.0935 µM]
O=C(NC1CC1)c1ccc2c(c1)ncn2C1CCCC1	-1.8%	14.6%	3.1%
COc1ccc(-c2cc(C)no2)cc1S(=O)(=O)NC(C)C	3.5%	x	-2.6%
Cc1ccccc1Cn1nc(C)c(NC(=O)C(F)(F)F)c1C	6.7%	4.3%	7.9%
CCCn1nc(NC(=O)c2cccs2)c2cc3cc(C)ccc3nc21	-18.3%	7.6%	-11.6%
COc1ccc(OC)c(S(=O)(=O)Nc2ccc(O)c3ccccc23)c1	-3.0%	19.0%	7.9%
